B2AR arrestin – qHTS assay of beta-arrestin-biased ligands of beta2-adrenergic receptor | Beta-2 adrenergic receptor (Homo sapiens), P07550 | Potency, µM (titrated, usually from 46.1 µM), inactives show at the top dose activation, hits mostly activators | hit rate 0.02% among 330,000 | beta-arrestin recruitment to beta2AR, cell-based reporter;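 further: potency means the concentration at half of the fitted maximal effect; 0% = DMSO controls and full agonism = EC100 isoproterenol or metaproterenol; nearly all actives have a fitted effect of over 65% in size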
Tb PFK block – qHTS Assay to Find Inhibitors of T. brucei phosphofructokinase; ATP-dependent 6-phosphofructokinase (Trypanosoma brucei brucei), O15648; T. brucei PFK, ADP-Glo luminescence; Potency, µM (top dose mostly 57.5 µM), for the others: at the top dose activity, negative = inhibition, actives largely listed as inhibitors; hit rate 0.17% among 330,000;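 further: potency means the concentration at half of the fitted maximal effect; 0% = uninhibited 1x PFK enzyme wells and -100% = no-enzyme wells; nearly all actives have a fitted effect of over 60% in size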
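1.25 nM PFK with 0.5 mM F6P and 0.1 mM ATP in 0.1 M TEA pH 8.0, 5 mM MgCl2, incubated 45 min at room temperature; ADP measured by ADP-Glo luminescence; compounds titrated up to 57 uM.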
BCR signal inh – qHTS Assay to Find Inhibitors of Chronic Active B-Cell Receptor Signaling; Potency, µM (series often up to 46.1 µM), for the others: at the top dose ratio change, negative = lower green/red ratio, usual class: inhibitors; hit rate 0.05% among 340,000; ABC-DLBCL IkBa-CBG/CBR reporter, luminescence ratio, 4 h; AID 493014, 2011; active means well fitted inhibition curve with a large enough effect in the signal ratio, with a control signal flat, not every such curve was filed as active; inconclusive means small, poorly fitted or top-dose-only effect, or effect the other way, or a change in a side signal; the % refers to the signal ratio;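 further: potency means the concentration at half of the fitted maximal effect; plate controls were basal doxycycline-induced cells for no effect and cells given 10 µM MG132 for full effect; MG132 reads +100%, hits lower the ratio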
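Compounds up to 46 uM were incubated four hours with TMD8 cells whose green CBG68 luciferase is fused to IkappaBalpha; red CBR luminescence normalised the signal, and concentration-effect curves were fitted to fusion, red and ratio data.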
Menin MLL FP TR – qHTS Assay for Inhibitors Targeting the Menin-MLL Interaction in MLL Related Leukemias: Competition With Texas Red Labeled MLL-derived Mutant Peptide | hit rate 0.23% among 270,000 | Menin + Texas Red MLL mutant peptide, fluorescence polarization | AID 1768, 2009 | O00255 | Potency, µM (series often up to 61.6 µM), for the others: at the top dose FP activity change, negative = inhibition, actives largely listed as inhibitors; active means well fitted inhibition curve with a large enough effect in the polarisation, with a control signal flat, not every such curve was filed as active; inconclusive means small, poorly fitted or top-dose-only effect, or effect the other way, or a change in a side signal; inactive means no such curve, though single readings can be large or run the other way; the % refers to the polarisation; further: potency means the concentration at half of the fitted maximal effect; % of control where 0% means no effect; many of its hits are not listed in these tables
Target sequence (O00255 whole entry, looked up): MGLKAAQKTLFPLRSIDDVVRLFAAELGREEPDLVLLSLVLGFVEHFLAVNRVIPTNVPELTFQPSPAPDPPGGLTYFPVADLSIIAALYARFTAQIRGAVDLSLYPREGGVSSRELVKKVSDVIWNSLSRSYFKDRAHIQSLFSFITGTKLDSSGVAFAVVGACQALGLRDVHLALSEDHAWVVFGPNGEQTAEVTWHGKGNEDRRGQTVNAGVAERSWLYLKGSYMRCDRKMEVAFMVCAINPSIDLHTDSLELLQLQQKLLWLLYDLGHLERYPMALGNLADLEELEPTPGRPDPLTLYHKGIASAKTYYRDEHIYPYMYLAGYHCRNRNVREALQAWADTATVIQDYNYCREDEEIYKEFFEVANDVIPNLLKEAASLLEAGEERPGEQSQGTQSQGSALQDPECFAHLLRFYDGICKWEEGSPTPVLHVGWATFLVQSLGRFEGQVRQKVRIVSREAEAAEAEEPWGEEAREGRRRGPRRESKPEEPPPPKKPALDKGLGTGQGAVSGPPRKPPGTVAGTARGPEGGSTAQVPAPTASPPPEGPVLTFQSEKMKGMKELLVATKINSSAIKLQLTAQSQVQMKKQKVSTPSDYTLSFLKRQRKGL
Integrin act MD – qHTS for Activators of Integrin-Mediated Alleviation for Muscular Dystrophy; alpha7betagal myoblasts, beta-gal FDG fluorescence, 48 h; Potency, µM (highest dose often 38.3 µM), without a hit: at the top dose activation, most hits filed as activators; hit rate 0.064% among 350,000;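 further: potency means the concentration at half of the fitted maximal effect; 100% = response of the positive control SU9516; nearly all actives have a fitted effect of over 60% in size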
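Alpha7betagal+/- myoblasts (passage 13) were plated 16-24 hr, then exposed to compounds (1:260 dilution of DMSO stock) for 48 hours at 37C. After MPER lysis, β-galactosidase reporter activity was read as FDG fluorescence (ex 480/em 540) after 30 minutes.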
S-ASM inh – Inhibitors of Secretory Acid Sphingomyelinase (S-ASM): qHTS. Sphingomyelin phosphodiesterase (Homo sapiens), P17405. placental ASM, HMU-PC fluorogenic substrate, 60 min. Potency, µM (highest dose often 57.5 µM), for the others: at the highest dose activity change, negative = inhibition, hits mostly inhibitors. hit rate 0.006% among 340,000. AID 504937, 2011; further: potency means the concentration at half of the fitted maximal effect
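HMU-PC0 cleavage (9 uM final) by human placental ASM, 60 min at 37 °C following 10 min compound exposure at RT; stopped at pH 10, fluorescence Ex 386/Em 447 nm.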
FBPA coupling cs – qHTS Assay for Inhibitors of Fructose-1,6-bisphosphate Aldolase from Giardia Lamblia: Coupling assay counterscreen. activity change, negative = inhibition, % at 58.2 µM, hits read low. hit rate 0.67% among 290,000. AID 2472, 2010. coupling enzyme system counterscreen, AmpLite Red fluorescence; in the data active means activity change below about -30%; further: on the % scale 0 is the no-effect control and ±100 the full control effect
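Fluorescence at 525 nm excitation and 598 nm emission measured inhibition of the coupled detection system without aldolase. Compounds (at 57.5 uM final) were preincubated 10 min at room temperature with coupling enzyme reagent before a 20 min substrate/AmpLite Red step.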
PKM2 activator – qHTS Assay for Activators of Human Muscle isoform 2 Pyruvate Kinase; Pyruvate kinase PKM (Homo sapiens), P14618; purified PKM2, Kinase-Glo ATP luminescence, activation; response scale: 0% is enzyme alone, no compound; Potency, µM (titrated, usually from 57.5 µM), without a hit: at the top dose activation, actives largely listed as activators; hit rate 0.34% among 260,000; AID 1631, 2009; further: potency means the concentration at half of the fitted maximal effect; on the % scale 0 is the no-effect control and ±100 the full control effect; nearly all actives have a fitted effect of over 55% in size
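ATP formation by purified human PK-M2, quantified via coupled luciferase luminescence after 1 h at room temperature with 0.1 mM ADP and 0.5 mM PEP final.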
TSG101-PTAP inh – qHTS Assay for Iinhibitors of HIV-1 Budding by Blocking the Interaction of PTAP/TSG101; Fluorescence polarization, FITC-PTAP peptide / Tsg101 binding; Potency, µM (top dose mostly 115 µM), for the others: top-dose activity change, negative = inhibition, most hits filed as inhibitors; 340,000 tested, under 10 active; AID 493005, 2010; active means well fitted inhibition curve with a large enough effect in the main read-out, with a control signal flat, not every such curve was filed as active; inconclusive means small, poorly fitted or top-dose-only effect, or effect the other way, or a change in a side signal; inactive means no such curve, though single readings can be large or run the other way; further: potency means the concentration at half of the fitted maximal effect; % of control where 0% means no effect
Target sequence (Q99816 whole entry, looked up): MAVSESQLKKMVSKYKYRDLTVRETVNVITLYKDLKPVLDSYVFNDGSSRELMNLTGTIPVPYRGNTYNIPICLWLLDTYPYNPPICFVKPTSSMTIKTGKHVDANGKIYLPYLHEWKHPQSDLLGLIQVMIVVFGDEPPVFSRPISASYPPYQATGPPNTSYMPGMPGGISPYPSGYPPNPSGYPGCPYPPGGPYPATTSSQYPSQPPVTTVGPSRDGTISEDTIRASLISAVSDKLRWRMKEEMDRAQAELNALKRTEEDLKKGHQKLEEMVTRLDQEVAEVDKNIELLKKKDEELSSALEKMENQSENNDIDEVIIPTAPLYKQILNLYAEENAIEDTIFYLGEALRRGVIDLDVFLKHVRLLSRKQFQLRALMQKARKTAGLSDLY
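Tsg101 binding domain (10 uM final) was mixed with compound and a FITC-labeled PTAP peptide (50 nM final) in HEPES pH 7.5 buffer with NaCl, Tween 20, EDTA and TCEP; fluorescence polarization was read after 20 min at r.t.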
Giardia kill – Small Molecules that selectively kill Giardia lamblia: qHTS; Giardia lamblia trophozoite viability; activity change, % at 7.66 µM, hits read low; hit rate 0.15% among 340,000; in the data active means activity change below about -80%; inconclusive means between about -30% and that limit;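 further: parasites exposed to compound for two days anaerobically before the ATP read; on the % scale 0 is the no-effect control and ±100 the full control effect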
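ATP-content bioluminescence gauges trophozoite survival. Cells (100/well) receive compound and incubate anaerobically for 48 hrs at 37 deg C; detection reagent follows for 15-30 min at room temperature.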
GALK inh – qHTS Assay for Inhibitors of Human Galactokinase (GALK); Potency, µM (top dose mostly 57.5 µM), inactives show at the top dose activity change, negative = inhibition, hits mostly inhibitors; hit rate 0.007% among 270,000; Purified GALK, Kinase-Glo residual ATP luminescence; further: potency means the concentration at half of the fitted maximal effect; on the % scale 0 is the no-effect control and ±100 the full control effect
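Compounds were pin-transferred into ATP buffer (35 uM final), then GALK plus galactose (5 nM, 100 uM final) was added. After 1 h at room temperature, Kinase-Glo Plus was added and luminescence read after 10 min.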
* marks the source's active call; other numbers are inactive results; ? = inconclusive; . = not tested or not shown; & = joins results of further samples; [ ] = dose if it differs, or a comment. Unless noted, the call rests on the fitted dose curve; in most records, active means well fitted curve in the direction sought with a large enough effect; inconclusive means small, poorly fitted or top-dose-only effect, or another doubt; inactive means no such curve, though single readings can be large; an effect the other way counts as inactive or inconclusive. These rows are one share of the data, so the mix of outcomes need not match the whole.

SMILES	B2AR arrestin	Tb PFK block	BCR signal inh	Menin MLL FP TR	Integrin act MD	S-ASM inh	FBPA coupling cs	PKM2 activator	TSG101-PTAP inh	Giardia kill	GALK inh
CCOc1ccc(C(C(=O)NC2CCCC2)N(C(=O)CNC(=O)c2ccco2)c2cccnc2)cc1 (stereo not drawn)	0.5%	3%	1%	12%	12%	-2%	1	.	-2%	6	1%
c1ccc(OCc2nnc3sc(C4COc5ccccc5O4)nn23)cc1 (stereo not drawn)	0.2%	-7%	-2%	?	5%	?	1	7%	0%	10	-1%
O=C(CSc1nnnn1-c1ccccc1F)Nc1nc2ccccc2s1	-0.2%	-6%	16%	?	14%	0%	4	-4%	-9%	-2	0%
CCc1ccc([C@@H]2CC=C(C(=O)O)[C@H](c3cccc(Cl)c3)N2S(=O)(=O)c2ccc(C)cc2)cc1	0.6%	-10%	1%	.	-9%	-7%	.	.	-6%	?	.
Cc1cc(C)c2oc(C(=O)N3CCN(Cc4ccccc4)CC3)cc(=O)c2c1	0.4%	-7%	?	?	-4%	2%	0	.	-1%	1	0%
COc1ccccc1C(=O)NCC(=O)NCCc1ccc(Cl)cc1	0.1%	-2%	?	-3%	-8%	0%	0	-4%	-2%	-8	-2%
COC(=O)c1ccc(/C=C/c2c(-c3ccc(OC)cc3)oc3ccc(N4CCOCC4)cc23)cc1	-0.8%	3%	6%	?	15%	193%[activator]	-3	0%	-1%	-6	.
CN(C)n1cccc1/C=C(\C#N)S(=O)(=O)c1cccc(Cl)c1	-0.5%	-10%	-2%	.	5%	-5%	-3	?	-1%	-8	.
CCOC(=O)C1C(=O)CC(C)(O)C(C(=O)OCC)C1c1ccc(Br)cc1 (stereo not drawn)	-0.6%	-5%	?	28%	-22%	1%	2	-5%	2%	8	4%
COc1ccc(CN2CCN(c3ncccn3)CC2)c(OC)c1	-0.2%	-2%	?	-10%	12%	-3%	-9	-11%	-3%	-19	-2%
COc1cc(C(=O)OC2CCOC2=O)cc(Cl)c1OC (stereo not drawn)	0.3%	0%	-8%	5%	16%	1%	0	-4%	1%	-3	-2%
O=c1[nH]cccc1-c1nc2cc(Cl)ccc2n1Cc1ccccc1	-0.3%	6%	2%	20%	-9%	21%	-1	.	-7%	-12	1%
Cc1ccc(OCc2cc(C(=O)NCc3cc(F)ccc3C)no2)cn1	0.1%	-3%	1%	-10%	2%	0%	0	1%	0%	9	.
COc1ccccc1NC(=S)NC(=O)c1c(-c2ccccc2Cl)noc1C	0.3%	0%	2%	2%	-39%	-4%	-5	-2%	-6%	10	-1%
COCCOC(=O)c1c(NC(=O)COC(=O)c2ccc(C)o2)sc(C(N)=O)c1C	-0.4%	0%	-5%	.	3%	2%	.	.	3%	1	.
Cc1ccc(S(=O)(=O)Nc2cc(=O)[nH]c(SCC(=O)Nc3cccc(C)c3)n2)cc1	-0.1%	-6%	3%	.	3%	-2%	1	1%	-3%	?	-2%
COc1ccc(OC)c(S(=O)(=O)N2CCN(c3ccccc3)CC2)c1	-1.1%	-1%	-4%	-12%	11%	-8%	1	1%	-3%	-18	4%
CCN(c1ccccc1)S(=O)(=O)c1nnc(NC(=O)C(C)(C)C)s1	0.1%	5%	6%	21%	10%	2%	-1	.	-2%	-11&-2	.
CC(=O)N(C)c1cccc([N+](=O)[O-])c1	-0.2%	-1%	1%	-3%	16%	1%	2	-11%	-1%	?	-2%
CSc1ccc(-c2nc3cnccn3c2Nc2ccc3c(c2)OCO3)cc1	0.2%	2%	?	5%	-23%	-15%	-3	6%	4%	8	0%
C#CCOCCOCCOCCNc1nc(N2CCN(C(=O)[C@H]([C@@H](C)CC)n3cc(CCCN=C(N)N)nn3)CC2)nc(N2CCN(C(=O)[C@H](C)n3cc(CCCN=C(N)N)nn3)CC2)n1	0.2%	-5%	-1%	?	-27%	2%	2	-2%	-7%	9	.
Cc1[nH][nH]c(=O)c1C(c1cc2c(cc1Br)OCO2)c1c(C)[nH][nH]c1=O	-0.4%	4%	-20%	1%	-43%	0%	-13	6%	-1%	34[activator]	-1%
COC(=O)c1ccc(NC(=O)c2cccnc2)cc1	0.5%	-4%	1%	19%	-52%[inhibitor]	4%	-1	-11%	-1%	-4	-4%
Cc1ccc(OCC(=O)NNC(=S)NC(=O)C(C)(C)C)c(Br)c1	0.3%	-1%	1%	15%	-49%[inhibitor]	2%	-2	6%	-8%	?	0%
c1ccc(-c2csc(Cc3nnc4n3CCCCC4)n2)cc1	0.6%	0%	0%	-21%	-8%[7.66 µM]	-3%	3	-1%	-7%	3	0%
SMILES	B2AR arrestin	Tb PFK block	BCR signal inh	Menin MLL FP TR	Integrin act MD	S-ASM inh	FBPA coupling cs	PKM2 activator	TSG101-PTAP inh	Giardia kill	GALK inh
Cc1ccc2nc(C)cc(Nc3ccc([N+](=O)[O-])cc3)c2c1	-0.8%	10%	-2%	9%	-67%[inhibitor]	-3%	3	-11%	2%	-5	1%
c1cncc(-c2nc(NCc3cccs3)c3ccccc3n2)c1	0.0%	-3%	7%	-23%&29%	-18%	-2%	2&-5	4%	1%	-5	9%
O=C(O)/C(CC(=O)c1ccc(Cl)cc1)=N/Nc1ccc([N+](=O)[O-])cc1[N+](=O)[O-]	-0.3%	10%	8%	?	0%	-17%	9	.	-22%	-11	-9%
O=C(CSCc1ccccc1)Nc1ccccc1	0.5%	-13%	-7%	14%	-2%	2%	1	.	-9%	-7	-2%
CC(=O)c1ccc(COC(=O)Cc2ccc([N+](=O)[O-])cc2)cc1	0.1%	-9%	1%	3%	-30%	-1%	-3	4%	-3%	24	-2%
Cn1c(=O)oc2cc(S(=O)(=O)N3CCCC(C(=O)NCCN4CCOCC4)C3)ccc21 (stereo not drawn)	0.2%	2%	2%	5%	5%	0%	2	-3%	-2%	0	3%
O=C(COC(=O)c1ccc(NS(=O)(=O)c2cccs2)cc1)NCC1CCCO1 (stereo not drawn)	0.2%	0%	-3%	25%	20%	-1%	2	1%	2%	13	9%
COc1ccccc1NC(=O)Nc1cc(F)ccc1F	0.0%	-2%	?	?	?	-9%	-4	3%	0%	3	8%
O=C1C(=O)N(CCCn2ccnc2)C(c2cccc(Br)c2)/C1=C(\O)c1ccc2c(c1)OCCO2 (stereo not drawn)	-1.3%	?	2%	7%	7%	-1%	4	.	5%	-10	3%
CCOc1ccc(NC(=O)c2cc3c(=O)n(C)c4ccccc4c3n2C)cc1	0.1%	2%	?	0%	-12%	-15%	4	1%	0%	25	2%
CCCCNC(=O)c1cc2ccccc2s1	0.3%	1%	?	-18%	16%	2%	3	2%	-3%	-9	-8%
COc1cccc(-c2nc(CS(=O)(=O)CC(=O)Nc3ccc(C(C)=O)cc3)c(C)o2)c1	-0.9%	0%	-20%	.	30%	-10%	.	.	0%	-6	4%
O=C(CCN1CCN(c2ccccc2F)CC1)Nc1ccc2c(c1)OCO2	-0.9%	1%	-2%	3%	8%	3%	0	-8%	-2%	9	3%
O=C(Cc1ccc(-n2cccc2)cc1)NC1CCCCCC1	-0.5%	-14%	3%	-30%	12%	1%	0	7%	0%	-9	-3%
O=C(NC1CCN(C(=O)Nc2ccccc2Cl)CC1)c1ccco1	0.3%	1%	-5%	18%	0%	0%[11.5 µM]	1	3%	-4%	8	18%
CC(c1ccccc1)N1C(=O)CC(Sc2ncccc2C(=O)O)C1=O (stereo not drawn)	-0.9%	-5%	?	1%	-2%	4%	4	1%	-6%	-17	1%
CCC(C)c1ccccc1N1CC(C(=O)NCCCn2nc(C)cc2C)CC1=O (stereo not drawn)	0.1%	-3%	2%	.	11%	4%	.	.	-4%	24	.

Compound activity as filed in PubChem BioAssay.
